Bioassay records: PubChem, Broad Institute
FN deposition inh = fibronectin deposition inhibition | AH1F fibroblasts, Alexa488-fibronectin deposition fluorescence, overnight | inhibition, % at 12.6 µM | AID 743247 | actives 0.086% (n = 350,000);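 active = mean inhibition across replicates of 30% or more, regardless of how many single replicates reach that level; inconclusive = mean under 30% yet at least half of replicates reach 30%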;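 also: positive control wells lacked labelled fibronectin entirely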
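Material: AH1F fibroblast monolayer depositing Alexa488-labelled fibronectin into matrix | Input: 10000 AH1F cells/well | Medium: DMEM plus 2% serum, read in PBS | Reagent: Alexa488-fibronectin, 24 nM final in well | Compound dosing: One dose per compound, pinned | Schedule: 1 h adhesion, overnight exposure | Measured by: Fluorescence at 485 nm excitation, 525 nm emission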
EWS-Fli inh = inhibitors of EWS/Fli oncoprotein transcriptional activity | A673 NR0B1-luciferase reporter, viability-normalised | inhibition, % at 12.6 µM | actives 0.67% (n = 350,000);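 active = mean inhibition of at least 50% after viability correction, with every replicate also passing that limit; inconclusive = mean reaches 50% but only one of two replicates passes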;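 also: firefly luciferase signal divided by Alamar Blue viability fluorescence both relative to DMSO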
CASP6 VEID inh = inhibitors of human caspase-6; purified caspase-6, Z-VEID-R110 cleavage fluorescence; inhibition, % at 12.5 µM; actives 0.53% (n = 350,000); AID 686996;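 active = mean inhibition across replicates at least about 35%, with every replicate also reaching that limit, limit read from the data; inconclusive = only one of the two criteria met; inactive = neither criterion met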;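 also: 0% = median of neutral control wells and 100% = no fluorescence left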
Target sequence (P55212 24-179 limits assumed): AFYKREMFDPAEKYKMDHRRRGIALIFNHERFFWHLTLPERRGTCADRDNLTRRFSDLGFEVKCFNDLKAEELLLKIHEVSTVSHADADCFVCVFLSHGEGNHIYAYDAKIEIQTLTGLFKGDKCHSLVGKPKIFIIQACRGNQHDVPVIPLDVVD
Target sequence (P55212 194-293 limits assumed): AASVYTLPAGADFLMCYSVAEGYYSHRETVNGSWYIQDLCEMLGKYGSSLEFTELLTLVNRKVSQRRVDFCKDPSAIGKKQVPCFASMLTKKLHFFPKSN
Cneo AK release = Cryptococcus neoformans lysis via adenylate kinase release. C. neoformans lysis, adenylate kinase release luminescence, 4 h; normalised: neutral wells 0, clomiphene wells 100. lysis activity, % at 15 µM. actives 0.2% (n = 360,000);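 active = mean lysis activity across replicates of at least 80%, whatever share of replicates individually reach that level; inactive = mean lysis activity below 80%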
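Test system: log-phase Cryptococcus neoformans yeast cells; Quantity: yeast cell density of 5 × 10^6 cells/mL; Buffer or medium: YPD; Doses: single compound concentration per well; Timing: 4 h at 37 °C static, read 1 h later; Measured by: AK luminescence; Read-out basis: lysis from increased AK signal; Control set: Clomiphene as positive control.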
PAX8 reporter = inhibitors of PAX8 transcriptional activity in RMG-I cells. RMG-I TPO-luciferase reporter, SteadyGlo, 24 h. inhibition, % at 12.6 µM. actives 1.2% (n = 360,000). AID 652154;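 active = mean replicate inhibition at least 60% with every replicate also reaching 60%; inconclusive = only one of the two criteria is met; inactive = mean below 60% and not all replicates reaching 60%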;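 also: luciferase light reporting Pax8 driven TPO promoter activity; plate controls were median of neutral control wells for no effect and mitoxantrone controls for full effect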
LGR2 inh = inhibitors of bursicon-induced Drosophila LGR2 receptor cAMP signaling | inhibition, % at 9.99 µM | HEK293 LGR2, CRE-luciferase, bursicon-stimulated, 4 h | actives 0.35% (n = 380,000) | AID 720647;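 active = drop in luminescence signal, shown as inhibition above about 50% in the replicate tests, limit read from the data, passing the limit was not always enough; inconclusive = probably only some replicates passing the limit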;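 also: agonist challenge used bursicon conditioned medium at about half maximal strength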
PGC1a acetyl inh = modulators of PGC1a acetylation; U2OS PGC1a acetylation, AlphaScreen anti-acetyl-lysine; with virally co-expressed GCN5 acetyltransferase; inhibition, % at 15.6 µM; actives 0.17% (n = 350,000); AID 651687;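 active = every replicate shows inhibition of at least 40%; inconclusive = mean inhibition at least 40% but some replicate below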;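 also: 0% = neutral control wells and 100% = positive control wells; some results beyond the cut were filed as inactive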
miR-122 sensor = inhibitors of miR-122 in Huh7 cells. Huh7 miR-122 Renilla luciferase sensor, 48 h; neutral wells = 0, positive control = 100. activation (reporter increase), % at 12.5 µM. actives 0.3% (n = 340,000). AID 602342;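 active = mean replicate activation score at least 90 and every replicate individually at or above 90; inconclusive = only one of the two criteria met; inactive = neither criterion met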;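 also: higher luciferase means less miR-122 activity so hits act as miR-122 inhibitors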
* marks the source's active call; other numbers are inactive results; ? = inconclusive; . = not tested or not shown; [ ] = another dose, or the depositor's remark.

SMILES	FN deposition inh	EWS-Fli inh	CASP6 VEID inh	Cneo AK release	PAX8 reporter	LGR2 inh	PGC1a acetyl inh	miR-122 sensor
COc1c2c(nc3ccccc13)OC(C(C)(O)COC(C)=O)C2 (stereo unspecified)	11.9	.	.	3.2	.	.	-1.0	-2.7
COc1ccc(CCNC(=O)C(=O)c2c[nH]c3ccccc23)cc1OC	5.6	-15.8	2.7	-1.4	49.9	5.3	.	.
Cc1ccc(S(=O)(=O)NC2CCCCCC2)cc1C(N)=O	.	.	-3.8	-0.2	0.1	-5.8	.	62.2
COC(=O)CCC(=O)OC1(C)C(=O)C=C2C=C(C3CC3)N(C3CCCC3)C=C2C1=O (stereo unspecified)	0.8	-21.3	26.1	-1.7	0.2	-2.0	-1.8	-5.3
O=C(O)c1cc([N+](=O)[O-])cc2c1nnn2O	-4.8	-12.6	.	.	14.8	22.9	.	.
O=C(NN=C1CCCCC1)NC1CCCCC1	7.3	-11.3	-5.1	.	-11.4	-0.4	.	.
O=C(CSc1nc(-c2ccccc2)cc(=O)[nH]1)N1CCOCC1	4.2	.	.	1.0	11.4	.	18.6	-5.5
Cc1ccc(NC(=O)/C(=C\c2cccc([N+](=O)[O-])c2)NC(=O)c2cccs2)cc1	-1.7	.	.	0.0	11.3	.	-11.6	?
C[C@@H]1CN([C@@H](C)CO)C(=O)Cc2cc(NC(=O)Cc3ccccc3)ccc2O[C@@H]1CN(C)Cc1ccc(Cl)c(Cl)c1	.	-27.8	-0.8	2.7	-31.2	-13.3	-3.8	1.9[16.7 µM]
C[C@H](CO)N1C[C@H](C)[C@@H](CN(C)S(=O)(=O)c2cn(C)cn2)Oc2ccc(NC(=O)CCN3CCOCC3)cc2C1=O	-3.7	-4.6	1.2	52.7	.	.	-5.3	-2.1[16.7 µM]
O=C(CCOc1cccc(Br)c1)Nc1ccc(F)c(S(=O)(=O)N2CCOCC2)c1	-3.4	0.2	4.9	0.3	14.3	7.7	.	40.5
O=S(=O)(N/N=C\C=C\c1ccccc1)c1ccccc1	.	5.9	-0.1	-3.0	.	-0.4	2.7	5.8
COC1(OC)C(=N/O)/C(=N\O)CCC1O (stereo unspecified)	.	4.5	2.3	-1.9	.	15.1	3.1	-1.4
C[C@@H]1COC(=O)[C@H](Cc2ccc(F)cc2)C/C=C\C[C@@H](CC(=O)N[C@H](CO)Cc2ccccc2)C(=O)N1	5.5	-3.3	2.2	-1.0	-4.1	.	.	.
C/C(=N/NS(=O)(=O)c1ccc(C)cc1C)c1ccc2c(c1)OCO2	2.5	.	-0.2	-0.4	.	2.0	-7.0	1.4
Cc1[nH]nc2c1C(c1ccc(F)cc1)C1=C(CC(C)(C)CC1=O)N2 (stereo unspecified)	-18.2	.	.	-1.1	.	.	-5.7	-0.5
COc1ccc(N=Cc2c(C)[nH][nH]c2=O)cc1	-1.0	5.3	0.3	-1.8	10.3	-5.8	.	0.4
COc1ccc(S(=O)(=O)N(C)C[C@H]2OCCCC[C@@H](C)Oc3ccc(NC(=O)Nc4ccccc4)cc3C(=O)N([C@H](C)CO)C[C@@H]2C)cc1	10.9	4.5	.	0.8	1.3	5.5	-11.8	12.1[16.7 µM]
CC1CCCCC1NC(=O)COC(=O)Cc1ccc(Br)cc1 (stereo unspecified)	1.7	-6.1	-1.6	.	10.1	20.1	3.9	.
Cc1ccccc1S(=O)(=O)NCC[C@H]1CC[C@H](NC(=O)Nc2cccc(F)c2)[C@H](CO)O1	-11.4	-0.4	1.9	-9.6	11.1	5.8	-5.4	.

Some of these compounds in order of molecular weight, smallest number first:
SMILES	FN deposition inh	EWS-Fli inh	CASP6 VEID inh	Cneo AK release	PAX8 reporter	LGR2 inh	PGC1a acetyl inh	miR-122 sensor
COc1ccc(N=Cc2c(C)[nH][nH]c2=O)cc1	-1.0	5.3	0.3	-1.8	10.3	-5.8	.	0.4
O=S(=O)(N/N=C\C=C\c1ccccc1)c1ccccc1	.	5.9	-0.1	-3.0	.	-0.4	2.7	5.8
Cc1[nH]nc2c1C(c1ccc(F)cc1)C1=C(CC(C)(C)CC1=O)N2 (stereo unspecified)	-18.2	.	.	-1.1	.	.	-5.7	-0.5

(next part)
SMILES	FN deposition inh	EWS-Fli inh	CASP6 VEID inh	Cneo AK release	PAX8 reporter	LGR2 inh	PGC1a acetyl inh	miR-122 sensor
Cc1onc(-c2c(Cl)cccc2Cl)c1NC(=O)N(C)N	-1.3	10.2	4.4	-3.5	10.3	.	-12.7	1.1
COc1ccc(CN2CCC[C@]3(N[C@H](c4ccc(C)cc4)[C@@H]4C(=O)N(C)C(=O)[C@@H]43)C2=O)cc1	-6.6	-10.0	4.1	-0.6	-7.2	11.5	-11.1	2.0
CN(Cc1cn(C)nc1-c1ccccc1F)CC1CCCCO1 (stereo unspecified)	-5.0	-5.3	-2.5	.	-2.1	5.6	.	5.6
COc1ccc2c3c([nH]c2c1)[C@H](CO)N(C(=O)c1ccccn1)CC31CCN(C(=O)C2CCCC2)CC1	-9.7	3.3	2.5	.	3.0	-14.0	.	.
CCCCN(CC)C(=O)Cn1ncc2c1-c1cc(C)ccc1OC2	4.1	9.8	0.4	-2.5	-3.4	-0.6	.	.
COCCCNC(=O)/C=C/c1cccc(Cl)c1	3.3	.	.	-1.3	-41.8	.	6.3	-5.9
CC(=O)c1ccc2c(c1)N(CCCN1CCC(CCO)CC1)c1ccccc1S2	13.2	2.9	3.9	0.6	18.4	-11.3	4.0	-2.8
Cc1ccc(CNc2nc(NC(C)C)nc3ccsc23)c(C)c1	-1.9	23.9	5.0	-5.2	19.5	-22.4	-2.5	-4.2
CCC(=O)N1C[C@H](C)[C@H](OC)CN(C)C(=O)c2ccc(NC(=O)Nc3ccc(Cl)cc3)cc2OC[C@@H]1C	-8.9	-6.0	.	.	6.0	4.4	8.5	.
CN1CCCCN2[C@@H](CO)[C@H](c3ccc(-c4ccc(F)cc4)cc3)[C@@H]2C1	7.1	4.7	.	5.3	13.3	31.8	6.7	1.8[16.7 µM]
CCCOP(=O)(OCCC)C(Nc1cccc(C(F)(F)F)c1)c1ccc(C)cc1 (stereo unspecified)	-5.7	.	.	-2.2	.	.	-2.8	9.6
COc1ccc2c3c([nH]c2c1)[C@H](CO)N(S(C)(=O)=O)CC31CCN(CC2CCCC2)CC1	9.8	-3.6	0.3	.	.	12.3	-1.5	.

Structures above containing fluorine:
SMILES	FN deposition inh	EWS-Fli inh	CASP6 VEID inh	Cneo AK release	PAX8 reporter	LGR2 inh	PGC1a acetyl inh	miR-122 sensor
O=C(CCOc1cccc(Br)c1)Nc1ccc(F)c(S(=O)(=O)N2CCOCC2)c1	-3.4	0.2	4.9	0.3	14.3	7.7	.	40.5
C[C@@H]1COC(=O)[C@H](Cc2ccc(F)cc2)C/C=C\C[C@@H](CC(=O)N[C@H](CO)Cc2ccccc2)C(=O)N1	5.5	-3.3	2.2	-1.0	-4.1	.	.	.
Cc1[nH]nc2c1C(c1ccc(F)cc1)C1=C(CC(C)(C)CC1=O)N2 (stereo unspecified)	-18.2	.	.	-1.1	.	.	-5.7	-0.5
Cc1ccccc1S(=O)(=O)NCC[C@H]1CC[C@H](NC(=O)Nc2cccc(F)c2)[C@H](CO)O1	-11.4	-0.4	1.9	-9.6	11.1	5.8	-5.4	.
CN(Cc1cn(C)nc1-c1ccccc1F)CC1CCCCO1 (stereo unspecified)	-5.0	-5.3	-2.5	.	-2.1	5.6	.	5.6
CN1CCCCN2[C@@H](CO)[C@H](c3ccc(-c4ccc(F)cc4)cc3)[C@@H]2C1	7.1	4.7	.	5.3	13.3	31.8	6.7	1.8[16.7 µM]
CCCOP(=O)(OCCC)C(Nc1cccc(C(F)(F)F)c1)c1ccc(C)cc1 (stereo unspecified)	-5.7	.	.	-2.2	.	.	-2.8	9.6
